Screening results: PubChem, several laboratories
HIV Rev-RRE inh: disrupts HIV-1 Rev binding to RRE RNA; Rev peptide-RRE RNA binding, FRET; inhibition, % at 8 µM; 97,000 compounds, 0.79% hits;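 active = inhibition above the screen-wide mean plus 3 SD, cut at about 35% in these data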;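 also: 0% = median DMSO wells and 100% = median Neomycin B control wells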
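Test system – labelled RRE RNA duplex and labelled Rev peptide · Signal – fluorescein-to-Cy5 FRET, 480 nm excitation · Evaluation – % inhibition of FRET ratio versus controls · Benchmarks – DMSO low control, neomycin B high control · Incubation – 5 min RNA-compound premix plus 15 min binding step, 25 °C · Medium – HEPES pH 7.5 salt buffer with EDTA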
MT1-MMP txn act: MT1-MMP promoter transcription activation; HT1080 MT1-MMP promoter luciferase reporter, luminescence, overnight; hits give high values; 86,000 compounds, 0.16% hits; activation factor at 10 µM;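 active = activation factor of at least 2 for MT1-MMP transcription at 10 µM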
PLK1 kinase inh: PLK1 (human) kinase inhibition; P53350; recombinant PLK1 kinase, TR-FRET peptide phosphorylation; inhibition, % at 10 µM; 97,000 compounds, 0.53% hits;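 active = inhibition of 50% or more in the single-concentration screen; inactive = inhibition below 50%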;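 also: 0% = DMSO max control and 100% = H-89 dihydrochloride min control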
S1P2 antag: S1P2 (human) receptor antagonism; O95136; cell-based S1P2 antagonist assay, inhibition at 5 uM; inhibition, % at 5 µM; 97,000 compounds, 0.21% hits; AID 736; in the data active = inhibition above about 45%;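 also: CRE beta-lactamase reporter cells expressing human S1P2 stimulated with S1P; 0% = agonist at EC80 alone and 100% = agonist plus reference antagonist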
PLAP act: human PLAP activation. P05187. purified PLAP enzyme, luminescent substrate read-out; hits give high values. activation fold at 20 µM. 96,000 compounds, 1.2% hits. AID 696; in the data active = activation fold above about 2
EphB4 ephrin blk: antagonists of human EphB4-ephrin-B2 interaction; P54760; EphB4 LBD / TNYL-RAW-Alexa532 peptide, fluorescence polarization; inhibition, % at 7 µM; 97,000 compounds, 0.15% hits; AID 720;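 active = inhibition above the screen-wide mean inhibition plus 3 SD, cut at about 15% in these data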;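 also: 0% = DMSO wells and 100% = excess unlabeled TNYL-RAW peptide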
FAK inh: inhibitors of human focal adhesion kinase. biochemical FAK kinase activity assay. inhibition, %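 (tested at 7 µM)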. AID 727. 97,000 compounds, 0.84% hits. Q05397; in the data active = inhibition above about 19%;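 also: 0% = DMSO and 100% = reference compound high control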
Target sequence (Q05397 whole entry, looked up): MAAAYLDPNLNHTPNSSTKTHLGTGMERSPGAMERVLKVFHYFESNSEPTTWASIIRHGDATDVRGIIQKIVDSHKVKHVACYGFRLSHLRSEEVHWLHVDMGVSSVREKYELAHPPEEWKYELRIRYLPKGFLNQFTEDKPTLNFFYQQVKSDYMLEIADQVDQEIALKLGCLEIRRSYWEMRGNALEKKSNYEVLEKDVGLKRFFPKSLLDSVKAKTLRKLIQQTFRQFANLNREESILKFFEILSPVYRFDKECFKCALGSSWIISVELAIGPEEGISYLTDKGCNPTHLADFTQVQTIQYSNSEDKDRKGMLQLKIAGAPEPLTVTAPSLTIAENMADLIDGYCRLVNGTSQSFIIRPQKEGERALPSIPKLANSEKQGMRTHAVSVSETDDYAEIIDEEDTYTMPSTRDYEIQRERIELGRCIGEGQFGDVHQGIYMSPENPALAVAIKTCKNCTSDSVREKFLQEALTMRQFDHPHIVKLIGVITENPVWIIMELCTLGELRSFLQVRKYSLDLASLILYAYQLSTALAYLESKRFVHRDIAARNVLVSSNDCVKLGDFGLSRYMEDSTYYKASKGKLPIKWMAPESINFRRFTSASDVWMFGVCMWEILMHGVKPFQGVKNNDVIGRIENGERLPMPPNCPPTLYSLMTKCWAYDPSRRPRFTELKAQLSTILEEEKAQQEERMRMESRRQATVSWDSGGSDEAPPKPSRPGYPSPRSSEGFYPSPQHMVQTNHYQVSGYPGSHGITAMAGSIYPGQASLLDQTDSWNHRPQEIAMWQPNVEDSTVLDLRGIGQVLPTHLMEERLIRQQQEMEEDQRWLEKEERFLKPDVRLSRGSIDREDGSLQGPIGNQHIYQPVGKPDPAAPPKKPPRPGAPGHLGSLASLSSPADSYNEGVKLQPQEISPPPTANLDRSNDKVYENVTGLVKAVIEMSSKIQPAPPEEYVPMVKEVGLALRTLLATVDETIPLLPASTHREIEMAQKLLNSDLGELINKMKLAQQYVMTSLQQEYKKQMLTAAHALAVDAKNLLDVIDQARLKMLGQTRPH
S1P2 ag: activates the human S1P2 receptor; S1P2-expressing cell line, agonist reporter read-out; activation, % at 4.5 µM; 97,000 compounds, 0.46% hits; in the data active = activation above about 16%;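 also: 0% = vehicle low control and 100% = maximal reference agonist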
Plk1 PBD FP: inhibitors of human Plk1 polo box domain binding. P53350. Plk1 PBD phosphopeptide binding, fluorescence polarization. inhibition, %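 (tested at about 20 µM)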. 97,000 compounds, 0.13% hits. AID 693; in the data active = inhibition above about 34%, passing the limit was not always enough
Numbers without * were called inactive; & = joins results of further samples.

`CCN1C(=O)C2C(c3ccc(O)c(OC)c3)NC(C)(C(=O)OC)C2C1=O` (stereo unspecified) gave HIV Rev-RRE inh 4, MT1-MMP txn act 1.2, PLK1 kinase inh -10, S1P2 antag 3, PLAP act 0.8, EphB4 ephrin blk -2, FAK inh -3, S1P2 ag -6 and Plk1 PBD FP -13.
C=CCn1c(SCc2c(F)cccc2Cl)nnc1-c1ccco1 was read as HIV Rev-RRE inh 5, MT1-MMP txn act 1.1, PLK1 kinase inh -12, S1P2 antag 10, PLAP act 1.3, EphB4 ephrin blk 2, FAK inh -4, S1P2 ag 3 and Plk1 PBD FP 14.
`Cc1ccc(OCC(=O)Nc2nnn(C)n2)c(C)c1` gave HIV Rev-RRE inh 11, MT1-MMP txn act 1.3, PLK1 kinase inh -2, S1P2 antag 10, PLAP act 1, EphB4 ephrin blk 1, FAK inh 6, S1P2 ag -4 and Plk1 PBD FP 8.
For CCOC(=O)C(CC)Sc1nc(-c2ccc(OC)cc2)nc2c1c(=O)n(C)c(=O)n2C (stereo unspecified) the results were HIV Rev-RRE inh 6, MT1-MMP txn act 1.2, PLK1 kinase inh -15, S1P2 antag -15, EphB4 ephrin blk -5, FAK inh 0, S1P2 ag -4 and Plk1 PBD FP -4.
Screening Cc1cccc(C(=O)/C=C2/c3ccccc3CC(C)(C)N2C)c1 returned HIV Rev-RRE inh -6, PLK1 kinase inh -9, S1P2 antag -3, PLAP act 1.5, EphB4 ephrin blk 3, FAK inh -2, S1P2 ag -4 and Plk1 PBD FP -15.
CCOC(=O)C(Cc1ccccc1)NC(=O)Cn1nnc(-c2ccccc2)n1 (stereo unspecified) was read as HIV Rev-RRE inh 11, MT1-MMP txn act 1.2, PLK1 kinase inh -2, S1P2 antag 7, PLAP act 0.8, EphB4 ephrin blk -1, FAK inh 2, S1P2 ag -2 and Plk1 PBD FP -12.
Screening FC(F)(F)c1cc(-c2ccco2)nc(NCc2ccc(Cl)cc2)n1 returned HIV Rev-RRE inh 31, MT1-MMP txn act 1, PLK1 kinase inh -5, S1P2 antag -17, PLAP act 0.4, EphB4 ephrin blk 8, FAK inh 6, S1P2 ag 1 and Plk1 PBD FP -13.
For CCSc1nnc2n(N)c(=O)c3ccccc3n12 the results were HIV Rev-RRE inh 3, PLK1 kinase inh -6, S1P2 antag 11, PLAP act 0.8, EphB4 ephrin blk -8, FAK inh -3, S1P2 ag -4 and Plk1 PBD FP 14.
For O=C(NCCOC(=O)c1ccc(Cl)cc1)c1cccnc1 the results were HIV Rev-RRE inh -1, MT1-MMP txn act 1.1, PLK1 kinase inh 12, S1P2 antag -7, PLAP act 0.8, EphB4 ephrin blk 2, FAK inh 0, S1P2 ag -1 and Plk1 PBD FP -15.
Screening CCOC(=O)CSc1cc(=O)n(C)c2cc(Cl)ccc12 returned HIV Rev-RRE inh 10, MT1-MMP txn act 1.2, PLK1 kinase inh -1, S1P2 antag -2, PLAP act 1, EphB4 ephrin blk 5, FAK inh -8, S1P2 ag -6 and Plk1 PBD FP -28.
`Cc1cc(=O)[nH]c(SCCOc2ccc(OC(C)C)cc2)n1` gave HIV Rev-RRE inh 8, MT1-MMP txn act 1.1, PLK1 kinase inh -15, S1P2 antag 4, PLAP act 1.1, EphB4 ephrin blk 2, FAK inh 0, S1P2 ag -2 and Plk1 PBD FP -14.
For CC1CCC(N2CC(=O)N(Cc3ccc4c(c3)OCO4)C(c3ccc(F)cc3)C2=O)CC1 (stereo unspecified) the results were HIV Rev-RRE inh 15, MT1-MMP txn act 1, PLK1 kinase inh -8, S1P2 antag -4, PLAP act 1.1, EphB4 ephrin blk -4, FAK inh 2, S1P2 ag -1 and Plk1 PBD FP -19.
COc1ccc(S(=O)(=O)Cc2ccc(C(=O)NCCCN3CCc4ccccc4C3)o2)cc1 was read as HIV Rev-RRE inh 5, PLK1 kinase inh -18, S1P2 antag 3, PLAP act 1.6, EphB4 ephrin blk -2, FAK inh 3, S1P2 ag -2 and Plk1 PBD FP 16.
`C(=C\c1ccccc1)/C=N/n1cnnc1` gave HIV Rev-RRE inh 3, MT1-MMP txn act 1.2, PLK1 kinase inh -2, S1P2 antag 9, PLAP act 0.9, EphB4 ephrin blk -4, FAK inh -1, S1P2 ag -6 and Plk1 PBD FP -2.
Screening Cc1cc(NS(=O)(=O)c2ccc(NC(=O)C(C)Oc3ccc(Cl)cc3)cc2)no1 (stereo unspecified) returned HIV Rev-RRE inh 5, MT1-MMP txn act 1.3, PLK1 kinase inh -6, S1P2 antag 16, PLAP act 1.3, EphB4 ephrin blk 1, FAK inh 0, S1P2 ag -1 and Plk1 PBD FP -42.
COc1ccc(CONS(=O)(=O)c2ccc(NC(C)=O)cc2)cc1Cl was read as HIV Rev-RRE inh 6, PLK1 kinase inh 2, S1P2 antag 18, PLAP act 0.9, EphB4 ephrin blk 9, FAK inh -1, S1P2 ag -4 and Plk1 PBD FP -25.
Screening COc1ccc(OC)c(C2=NOC(C(=O)N3CCCc4ccccc43)C2)c1 (stereo unspecified) returned HIV Rev-RRE inh 21, MT1-MMP txn act 1.6, PLK1 kinase inh -3, S1P2 antag 1, PLAP act 1.3, EphB4 ephrin blk 6, FAK inh 0, S1P2 ag -1 and Plk1 PBD FP -6.
`O=C(OCC(=O)N1CCOCC1)c1ccc2c(c1)OCCO2` gave HIV Rev-RRE inh 4, MT1-MMP txn act 1.3, PLK1 kinase inh -13, S1P2 antag 10, PLAP act 1, EphB4 ephrin blk -5, FAK inh 2, S1P2 ag -6 and Plk1 PBD FP -2.
COC(=O)Cc1csc(N)n1 was read as HIV Rev-RRE inh 11&4, MT1-MMP txn act 0.9&1.2, PLK1 kinase inh -13&-14, S1P2 antag 2&1, PLAP act 0.8&0.9, EphB4 ephrin blk 0&3, FAK inh 4&1, S1P2 ag -6&-5 and Plk1 PBD FP 7&-13.
Screening CC(C)c1ccc(NC(=O)c2cccnc2)cc1 returned HIV Rev-RRE inh -4, MT1-MMP txn act 1.3, PLK1 kinase inh 0, S1P2 antag -1, PLAP act 0.9, EphB4 ephrin blk 6, FAK inh -1, S1P2 ag -5 and Plk1 PBD FP 0.

4 neighbouring entries out of the list so far, quoted:
COc1ccc(S(=O)(=O)Cc2ccc(C(=O)NCCCN3CCc4ccccc4C3)o2)cc1 was read as HIV Rev-RRE inh 5, PLK1 kinase inh -18, S1P2 antag 3, PLAP act 1.6, EphB4 ephrin blk -2, FAK inh 3, S1P2 ag -2 and Plk1 PBD FP 16.
`C(=C\c1ccccc1)/C=N/n1cnnc1` gave HIV Rev-RRE inh 3, MT1-MMP txn act 1.2, PLK1 kinase inh -2, S1P2 antag 9, PLAP act 0.9, EphB4 ephrin blk -4, FAK inh -1, S1P2 ag -6 and Plk1 PBD FP -2.
Screening Cc1cc(NS(=O)(=O)c2ccc(NC(=O)C(C)Oc3ccc(Cl)cc3)cc2)no1 (stereo unspecified) returned HIV Rev-RRE inh 5, MT1-MMP txn act 1.3, PLK1 kinase inh -6, S1P2 antag 16, PLAP act 1.3, EphB4 ephrin blk 1, FAK inh 0, S1P2 ag -1 and Plk1 PBD FP -42.
COc1ccc(CONS(=O)(=O)c2ccc(NC(C)=O)cc2)cc1Cl was read as HIV Rev-RRE inh 6, PLK1 kinase inh 2, S1P2 antag 18, PLAP act 0.9, EphB4 ephrin blk 9, FAK inh -1, S1P2 ag -4 and Plk1 PBD FP -25.

Following part
CCNC(=O)Cn1cnc2c1c(=O)n(C)c(=O)n2C was read as HIV Rev-RRE inh 4, MT1-MMP txn act 1.1, PLK1 kinase inh -6, S1P2 antag -8, PLAP act 0.9, EphB4 ephrin blk -2, FAK inh 5, S1P2 ag -5 and Plk1 PBD FP -9.
COc1cccc2cc3c(=O)n(-c4ccccc4)nc-3oc12 was read as HIV Rev-RRE inh -4, MT1-MMP txn act 1.3, PLK1 kinase inh 4, S1P2 antag -13, PLAP act 1, EphB4 ephrin blk -7, FAK inh -8, S1P2 ag -2 and Plk1 PBD FP 16.
`COc1ccc(-n2c(SCC(=O)Nc3ccccc3)nnc2-c2ccc(NS(=O)(=O)c3ccc(C)cc3)cc2)cc1` gave HIV Rev-RRE inh 6, PLK1 kinase inh -12, S1P2 antag 8, PLAP act 0.9, EphB4 ephrin blk 5, FAK inh 0, S1P2 ag -4 and Plk1 PBD FP 10.
For O=C(Nc1ccc(Cl)cc1)Nc1ccc(N2CCOCC2)cc1 the results were HIV Rev-RRE inh -1, MT1-MMP txn act 0.9, PLK1 kinase inh -11, S1P2 antag -10, PLAP act 1.1, EphB4 ephrin blk -1, FAK inh 2, S1P2 ag -5 and Plk1 PBD FP 4.
`Cc1ccc2c(CC(=O)Nc3sccc3C(N)=O)coc2c1` gave HIV Rev-RRE inh 8, MT1-MMP txn act 1.8, PLK1 kinase inh -8, S1P2 antag -8, PLAP act 0.9, EphB4 ephrin blk 0, FAK inh 6, S1P2 ag -3 and Plk1 PBD FP 13.
Screening COc1ccc(C2(CNC(C)=O)CCCC2)cc1OC returned HIV Rev-RRE inh -3, MT1-MMP txn act 1, PLK1 kinase inh -7, S1P2 antag 19, PLAP act 1.1, EphB4 ephrin blk 1, FAK inh 13, S1P2 ag -2 and Plk1 PBD FP -18.
For O=C(Nc1nncs1)c1ccc(S(=O)(=O)c2ccccc2)cc1 the results were HIV Rev-RRE inh 2, MT1-MMP txn act 1.2, PLK1 kinase inh -14, S1P2 antag -6, PLAP act 1.3, EphB4 ephrin blk -5, FAK inh -2, S1P2 ag -5 and Plk1 PBD FP 2.
Screening O=C1CCC(=O)N1CNc1ccccn1 returned HIV Rev-RRE inh 12, MT1-MMP txn act 1.1, PLK1 kinase inh -14, S1P2 antag -20, PLAP act 1, EphB4 ephrin blk -3, FAK inh 1, S1P2 ag -4 and Plk1 PBD FP -5.
Screening COc1ccc(NC2=CC(=O)CC(C)(C)C2)cc1OC returned HIV Rev-RRE inh 1, MT1-MMP txn act 1, PLK1 kinase inh -2, S1P2 antag -3, PLAP act 1, EphB4 ephrin blk -7, FAK inh -2, S1P2 ag -7 and Plk1 PBD FP -14.
`COc1ccccc1N1CCN(CC(O)COc2ccc3c(c2)CCC3)CC1` (stereo unspecified) gave HIV Rev-RRE inh 8, MT1-MMP txn act 1.1, PLK1 kinase inh -18, S1P2 antag 8, PLAP act 1.4, EphB4 ephrin blk -1, FAK inh -3, S1P2 ag -8 and Plk1 PBD FP -12.
For O=C(O)C1CC=CCC1C(=O)Nc1ccc(S(=O)(=O)N2CCCc3ccccc32)cc1 (stereo unspecified) the results were HIV Rev-RRE inh 4, MT1-MMP txn act 1.3, PLK1 kinase inh -17, S1P2 antag -4, PLAP act 1.3, EphB4 ephrin blk 0, FAK inh -5, S1P2 ag -3 and Plk1 PBD FP 14.
`CCOC(=O)CSc1nnc(NCC(=O)OC)c(=O)[nH]1` gave HIV Rev-RRE inh 2, MT1-MMP txn act 1.1, PLK1 kinase inh -13, S1P2 antag 5, PLAP act 1, EphB4 ephrin blk 3, FAK inh 2, S1P2 ag -3 and Plk1 PBD FP 20.
Screening O=C(O)CCC(NS(=O)(=O)c1ccc(-c2ccccc2)cc1)C(=O)O (stereo unspecified) returned HIV Rev-RRE inh 8, MT1-MMP txn act 1.1, PLK1 kinase inh 3, S1P2 antag -9, PLAP act 1.1, EphB4 ephrin blk -1, FAK inh -4, S1P2 ag -3 and Plk1 PBD FP -10.
Screening CCC(=C(c1ccc(OC)cc1)c1ccc(OC)cc1)c1cn(CC(O)CN2CCN(C)CC2)c2ccccc12 (stereo unspecified) returned HIV Rev-RRE inh 3, MT1-MMP txn act 1, PLK1 kinase inh 4, S1P2 antag 2, PLAP act 1.8, EphB4 ephrin blk 8, FAK inh 13, S1P2 ag -3 and Plk1 PBD FP -16.
Cn1c(=O)cc(SCC(=O)N2CCOCC2)c2ccc(Cl)cc21 was read as HIV Rev-RRE inh -3, MT1-MMP txn act 1.2, PLK1 kinase inh -4, S1P2 antag 3, EphB4 ephrin blk 4, FAK inh -5, S1P2 ag -5 and Plk1 PBD FP -20.
